# 12-LOX inh = blocks human arachidonate 12S-lipoxygenase; P18054; purified 12hLO, xylenol orange hydroperoxide absorbance; Potency, µM (doses to about 108 µM), without a hit: top-dose activity change, negative = inhibition, most hits filed as inhibitors; 580,000 compounds, 1.1% hits; active = well fitted inhibition curve with a large enough effect; inconclusive = small, poorly fitted or top-dose-only effect, or another doubt; inactive = no such curve, though single readings can be large or run the other way
# Target sequence (P18054 whole entry, looked up): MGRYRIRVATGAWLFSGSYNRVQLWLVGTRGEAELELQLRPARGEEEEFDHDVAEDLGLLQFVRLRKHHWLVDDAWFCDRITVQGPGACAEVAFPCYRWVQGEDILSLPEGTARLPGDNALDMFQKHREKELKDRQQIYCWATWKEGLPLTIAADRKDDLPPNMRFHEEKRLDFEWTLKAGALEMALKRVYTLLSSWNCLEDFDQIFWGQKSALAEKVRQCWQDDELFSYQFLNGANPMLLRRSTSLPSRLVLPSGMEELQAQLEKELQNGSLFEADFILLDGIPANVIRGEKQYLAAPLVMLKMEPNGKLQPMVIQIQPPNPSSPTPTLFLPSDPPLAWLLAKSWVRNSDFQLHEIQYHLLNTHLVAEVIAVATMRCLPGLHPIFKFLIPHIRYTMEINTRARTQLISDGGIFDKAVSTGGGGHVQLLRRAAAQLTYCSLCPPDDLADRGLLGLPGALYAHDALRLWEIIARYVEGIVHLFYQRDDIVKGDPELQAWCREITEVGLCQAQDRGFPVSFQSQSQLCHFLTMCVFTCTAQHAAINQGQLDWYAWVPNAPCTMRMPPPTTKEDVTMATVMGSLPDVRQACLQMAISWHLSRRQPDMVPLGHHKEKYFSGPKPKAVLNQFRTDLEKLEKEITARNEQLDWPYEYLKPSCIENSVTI
#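 Purified human 12hLO at 150 nM in 25 mM Hepes, 0.01% Triton X-100, pH 7.0, preincubated 15 min at room temperature with compound. Reaction started with 40 uM arachidonic acid, 30 min at room temperature. Hydroperoxide measured by Fe-xylenol orange, 573/405 nm absorbance ratio.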
# Active calls of the source: *; u = inconclusive; & = joins results of further samples; [ ] = dose if it differs, or a comment. % is scaled to controls: 0 for no effect and ±100 for the full control effect; potency is read from the fitted curve at half-maximal effect. This is a subset; rates above refer to the full screens.
SMILES,12-LOX inh
CCOC(=O)c1oc2ccccc2c1COC(=O)CNC(=O)c1ccc2c(c1)OCO2,-9%
O=C(CSc1cccs1)NCc1cccs1,u
CC(C)CC(NC(=O)C1CCC(C)CC1)C(=O)O (stereo not given),0%
CCn1ncc2c(C(=O)Nc3ccc(OC(F)F)cc3)cc(-c3cccs3)nc21,u
O=C(NCCc1cccc2ccccc12)c1ccc2ccccc2n1,20%
CCCCc1c/c(=N\O)oc2cc3occ(C)c3cc12,18µM*
O=C(c1n[nH]c2ccccc12)N1CC2CC(C1)[C@H]1CCCC(=O)N1C2 (stereo not given in full),12%
Cc1ncccc1C(=O)N[C@@H]1CN(c2ncccn2)C[C@H]1CO,45%[activator]
Cc1nc(C(=O)N2CCCC(Cn3cc(-c4ccsc4)nn3)C2)cs1 (stereo not given),14%
Cc1c(Cl)cccc1NC(=O)CSC1=NS(=O)(=O)c2ccccc2N1Cc1ccccc1,-3%
Cc1ccc(C(=O)N2[C@@H]3CC[C@H]2CC(NC(=O)c2cnc(C)cn2)C3)cc1 (stereo not given in full),18%
COCC(=O)N1CC[C@@H](CC(=O)O)[C@@H](CCN2CCC(n3c(=O)[nH]c4ccccc43)CC2)C1,-6%
Cc1ccccc1-c1nocc1CCC(=O)O,20%
O=C(c1nc(-c2cccc(C(F)(F)F)c2)c2ccccn12)N1CCOCC1,13%
Cc1sc(-c2ccccc2)nc1-c1ccccc1,-32%
O=C(Nc1c(F)cc(F)cc1Br)C1CCN(C(=O)N2CCOc3ccccc32)CC1,u
CC(=O)c1c(C)nn(CC(=O)N2CCn3nc(Cc4ccccc4)cc3C2)c1C,16%
Cc1cccc(-c2ccc3c(c2)C(=O)N2CC[C@H](NC(=O)c4cnccn4)C[C@H]2C(=O)N3)c1C,-10%
COCCNC(=O)C[C@@H]1c2nc(-c3ccccc3)sc2C[C@@H]2[C@](C)(CO)[C@H](O)CC[C@]21C,11%
Cc1nn(C)cc1C(=O)NCCn1c(C)cnc1C1CCC1,70%
COCCC1CCCCN1Cc1nc(N2CCCC2)c2cc(OC)c(OC)cc2n1 (stereo not given),-4%
COc1ccc(-c2nc(C)nc3c2CN(C(=O)c2ccc(F)cc2)CC3)cc1,55%[activator]
Cc1sc(NC(=O)CC(C)(C)C)c(C#N)c1C,13µM*
C[C@@H](c1ccccc1)N1C(=O)[C@@H]2CN(C(=O)c3cccnc3)CCN2C1=O,12%[176 µM]
COc1cc(=O)n2c(c1C(=O)Nc1ccc(C)c(F)c1)CCCC2,21%

# (listing goes on)
SMILES,12-LOX inh
Cc1ccc(Sc2ccc(C#N)cc2C)cc1C,18%
CN(C)C(CNC(=O)CCc1ncc(-c2ccc(F)cc2F)o1)c1ccco1 (stereo not given),42%[activator]
CCOCc1nnc(NC(=O)C2CC(=O)N(CCc3c[nH]c4ccc(Cl)cc34)C2)s1 (stereo not given),3%
CC(C)[C@@H]1CN(C(=O)c2cccc(Cn3cccn3)c2)C[C@H]1NC(=O)N(C)C,-8%
CCCCNC(=O)Cc1csc2nc(C)c(-c3cc(C)n(-c4cccc(C)c4C)n3)c(=O)n12,32%
COc1ccc(C(=O)NC(C(=O)NC(C)C)C2CCN(C(=O)c3ccccc3)CC2)cc1 (stereo not given),42%
Nc1nc2c(C(=O)N3CCCC3)nnn2c2ccccc12,-18%
O=C(Nc1cccc(-c2nnc3n2CCCC3)c1)Nc1ccccc1F,1%
CC(=O)N1CCC(Nc2ncccc2-c2cc(-c3ccccc3)nc3c(C)noc23)CC1,-8%[176 µM]
CCOc1ccc2c(n1)CCN(C(=O)Cc1cccc(C)c1)C2,0%
CN1C(=O)[C@@]2(C3=C(CCCC3=O)OC3=C2C(=O)OC2(CCCCC2)C3)c2ccccc21,19%
CCN(CC)CCCNCc1ccccc1,u
Cc1oc2c(c1C(=O)NCCc1ccncc1)CN(C)CC2,135%[activator]
CCc1nn2c(=O)cc(CN(CC)Cc3ccc(OCc4ccccc4)cc3)nc2s1,u
COc1ccc2[nH]c3c(c2c1)CCNC31CCN(Cc2scnc2C)CC1,6%
CCc1ccc(-c2cc(C(F)(F)F)on2)cc1S(=O)(=O)NCc1ccc(OC)cc1,-10%
COC[C@@H]1[C@H](C(=O)N2CCN(c3ccccc3F)CC2)CCC(=O)N1C,20%
CC(C)C(=O)/C(C#N)=C\c1ccc(OCc2cccc(F)c2)cc1,-33%
CCOc1ccc(S(=O)(=O)N2CCN(C3(CC)CCN(C(=O)NC)C3)CC2)cc1 (stereo not given),10%
CCCCC(CC)CNC(=O)N1CCN(c2ncc(C(F)(F)F)cc2Cl)CC1 (stereo not given),-7%
c1ccc(-c2csc(C34CC5CC(CC(C5)C3)C4)n2)cc1,u
O=C(Cn1c(=O)c2c(ncn2C2CCCC2)n(Cc2ccccc2)c1=O)N1CCNC1=O,9%
CN(C)CC1(O)CCC2(CCN(C(=O)c3[nH]nc4c3COc3ccccc3-4)CC2)CC1,16%
CCc1nnc([C@@H]2CC(F)(F)CN2C(=O)c2occc2C)o1,7%
COc1ccccc1CCC(=O)NCc1nnc2ccc(-c3ccc(C)cc3)nn12,-1%

# (next part)
SMILES,12-LOX inh
CN(C)S(=O)(=O)N1CCC(c2cc(-c3ccccc3)n[nH]2)CC1,30%[activator]
CNC(=O)[C@@H](c1ccc(Cl)cc1)N1CCC[C@H]1C(=O)N(C)CCN(C)C,-12%
CCC(C)Cc1c(C)sc2nc(CNc3ccc(F)cc3)[nH]c(=O)c12 (stereo not given),-14%
O=C1CC(c2ccccc2)N(C(=O)c2cccs2)CCCCCN1 (stereo not given),42%[activator]
N#Cc1cccc(NC(=O)N2CCc3nc4cc[nH]n4c(=O)c3C2)c1,46%[activator]
Cc1ccc(-c2nc(C(=O)NCc3cc(F)cc(F)c3)no2)cc1,24%
O=C(O)[C@H]1C[C@@H](C(=O)NCc2ccncc2)CN(C(=O)C2CC2)C1,43%
Cc1ccc(-n2ncc3c2CCCC3NS(=O)(=O)N2CCCC2)cc1C (stereo not given),-3%
Cc1ccccc1C(=O)N1CCc2nc(C(C)C)nc(-c3ccc(O)cc3)c2C1,-21%
Cc1ccccc1CN1CCc2nc(C(=O)NCc3ccncc3)oc2CC1,19%[176 µM]
O=C(NC1CCCCC1)[C@@H]1C[C@@H](O)CN1C1CCN(C(=O)C2CC2)CC1,47%[activator]
Cc1noc(C)c1C(=O)N1CCC2(CC1)CN(C(=O)Cc1c[nH]c3ccccc13)CCO2,2%[6.33 µM]
Cc1cc2c(-c3cccc(S(C)(=O)=O)c3)nc(-c3c(C)noc3C)cc2[nH]1,u
O=C(c1ccc(F)cc1)N1CCC(Cc2nncn2-c2ccccc2)CC1,3%
Cc1ccc(C)c(CN2C(=O)NC3(CCCN(C(=O)c4ccc(C)c(F)c4)C3)C2=O)c1 (stereo not given),u
Cc1ccccc1-n1nc(C)c2c1NC(=O)CC2c1cccc(C#N)c1 (stereo not given),-8%
CCCCC(CC)CNC(=S)NCc1ccc(C)cc1 (stereo not given),32µM*
Cc1ccc(S(=O)(=O)NC2CC2)cc1C(=O)Nc1ccccc1C(C)C,26%
Cc1cc(Nc2ncncc2-c2nc(-c3ccccc3)no2)ccc1F,54%[activator]
O=C(c1cc2n(n1)CC(c1ccc(Cl)cc1)OC2)N1CCN(c2ccccn2)CC1 (stereo not given),41%
COc1ccc(NC(=O)C(C)Oc2cc(C)cc(C)c2)c2cccnc12 (stereo not given),19%
COc1cccc(C(=O)N2CCc3nc(-c4ccc(Cl)cc4)nc(-c4ccccc4)c3C2)c1,-25%
COCCCN1CC2(CCC1=O)CCN(Cc1nonc1C)CC2,-11%
Clc1ccc(C=Nc2ccc(Cl)c(Cl)c2)cc1Cl,29%
C[C@H](CO)N1C[C@H](C)[C@H](CN(C)C(=O)Nc2ccc(N3CCCCC3)cc2)OCc2cnnn2CCCC1=O,-14%

# More records:
SMILES,12-LOX inh
CN(C)CCNCC1CCCCC1,u
Cc1ccccc1CCNC(=O)Cn1ncc2ccccc2c1=O,23%
c1ccc(Nc2nc(-c3ccoc3)nc3ccccc23)cc1,u
COC(=O)[C@H](CC(C)C)N(CCc1cn(Cc2ccccc2)nn1)S(=O)(=O)c1ccc(F)cc1Br,u
N#Cc1c(N)n[nH]c1CCCNC(=O)c1ccc(Cn2nnc3ccccc32)cc1,48%[activator]
CN(Cc1cc(C2CC2)on1)Cc1nnc(C2CC(N)C2)n1C1CC1 (stereo not given),113%[activator]
CC(C)OCCCNC(=O)c1cccc(CS(C)(=O)=O)c1,u
CC(O)c1ccc(-c2ccc(CNCc3ccc(F)cc3)o2)cc1 (stereo not given),0%
O=C(Nc1ccccc1)c1cnc2n1CCN(Cc1cccc(OC(F)(F)F)c1)CC2,14%[176 µM]
C#CCNC(=O)C[C@H]1C[C@@]2(C(=O)OC)C(=C[C@H](C3CCCC3)O[C@@H]2C)N(Cc2ccccc2)C1=O,-18%
Cc1ccccc1C(=O)N1CCCC(Nc2ccc(F)cc2)C1 (stereo not given),74%[activator]
Cc1cccc(OCCc2noc(C3CCCN3C(=O)c3n[nH]c(=O)c4ccccc34)n2)c1 (stereo not given),0%
O=C(N[C@H]1CCN2C(=O)N(c3ccc(F)c(Cl)c3)C(=O)[C@@H]2C1)c1ccncc1,9%[176 µM]
Cc1ccc2[nH]c3c(c2c1)CCCC3NC(N)=O (stereo not given),-5%
O=c1[nH]nc(SCc2nc(-c3ccccc3)no2)n2nc(-c3ccco3)cc12,u
CC(C)(C)c1cccc(N/C(=C\C(=O)c2ccccc2)c2ccccc2)c1,-1%
CCN(CC)C(=O)C1=C(C)N(Cc2ccccc2)C(=O)NC1c1ccc(F)cc1F (stereo not given),10%
COc1ccc(-c2noc(CC3CCN(C(=O)CC4CCCCC4)CC3)n2)cc1,-2%
CCN(CC)C(=O)[C@@H]1CCC[C@@H](NC(=O)C2CCOCC2)CN(C)C(=O)C1,71%[activator][176 µM]
Cc1ocnc1C(=O)N(C)CC1CCCN(CCc2ccc(Cl)cc2)C1 (stereo not given),u
CC(=O)Nc1ccc2oc(-c3cc(C)cc(C)c3)nc2c1,-27%
O=C(Cc1ccc(F)cc1)NCc1nnc2ccc(-c3ccc(Cl)cc3)nn12,-24%
CN1C(=O)CS(=O)C12CCN(S(=O)(=O)c1ccc(F)cc1)CC2 (stereo not given),14%
CCC(C)CN1C(=O)CSCC1(C)C(=O)Nc1ccc2c(c1)OCCO2 (stereo not given),-4%
COc1ccc(C)cc1NC(=O)CSc1nc2ccsc2c(=O)n1-c1ccccc1,u

# Reprinted at random: seven entries already listed, in no set order.
SMILES,12-LOX inh
CN1C(=O)CS(=O)C12CCN(S(=O)(=O)c1ccc(F)cc1)CC2 (stereo not given),14%
CC(C)(C)c1cccc(N/C(=C\C(=O)c2ccccc2)c2ccccc2)c1,-1%
CCN(CC)C(=O)C1=C(C)N(Cc2ccccc2)C(=O)NC1c1ccc(F)cc1F (stereo not given),10%
O=C(N[C@H]1CCN2C(=O)N(c3ccc(F)c(Cl)c3)C(=O)[C@@H]2C1)c1ccncc1,9%[176 µM]
c1ccc(Nc2nc(-c3ccoc3)nc3ccccc23)cc1,u
Cc1ocnc1C(=O)N(C)CC1CCCN(CCc2ccc(Cl)cc2)C1 (stereo not given),u
CN(Cc1cc(C2CC2)on1)Cc1nnc(C2CC(N)C2)n1C1CC1 (stereo not given),113%[activator]

# Returning to the listing, starting six compounds before the break.
SMILES,12-LOX inh
Cc1ocnc1C(=O)N(C)CC1CCCN(CCc2ccc(Cl)cc2)C1 (stereo not given),u
CC(=O)Nc1ccc2oc(-c3cc(C)cc(C)c3)nc2c1,-27%
O=C(Cc1ccc(F)cc1)NCc1nnc2ccc(-c3ccc(Cl)cc3)nn12,-24%
CN1C(=O)CS(=O)C12CCN(S(=O)(=O)c1ccc(F)cc1)CC2 (stereo not given),14%
CCC(C)CN1C(=O)CSCC1(C)C(=O)Nc1ccc2c(c1)OCCO2 (stereo not given),-4%
COc1ccc(C)cc1NC(=O)CSc1nc2ccsc2c(=O)n1-c1ccccc1,u
CCn1c(C(=O)NCCc2ccco2)cc2cc(S(=O)(=O)N(C)C)ccc21,-9%
CCOC(=O)c1c(-c2ccc(OC)c(OC)c2)csc1NC(=O)C1CCCCC1,-8%
Cc1cccc(C)c1-c1nc(C(=O)NCc2ccc(F)cc2)n2ccccc12,22%&97%
CCn1nc(C(=O)NCC(c2ccco2)N2CCCC2)c2ccccc2c1=O (stereo not given),-27%
COC(=O)CNC(=O)/C=C/c1ccc(C#N)cc1,u
CN1CCc2c([nH]c3ccccc23)C12CCN(C(=O)C1CC1)CC2,u
CCn1c(-c2ccccc2F)nc2cc(C(=O)NCc3ccc(C)o3)cc(NC(C)=O)c21,3%
CCC(CC)CC(=O)N1CCCC(Nc2ccc3c(c2)OCCO3)C1 (stereo not given),56%[activator]
Nc1[nH]c(C(=O)c2ccccc2)c(-c2ccccn2)c1C(=O)c1c[nH]c2ccccc12,u
CC(C)(C)c1ccc(C(=O)N/N=C/Cc2ccccc2)cc1,8%
O=C(Nc1ccncc1)c1cc(-c2cccs2)nc2ccccc12,u
N#CSc1ccc(NC(=O)c2ccc3c(c2)OCCO3)cc1,u
COc1ccc(CC(=O)NC2CCCc3c2[nH]c2ccc(F)cc32)cc1OC (stereo not given),4%
Cc1cc(C)cc(NC(=O)N2CCC(Oc3ncccc3C(=O)N3CCCCC3)C2)c1 (stereo not given),25%
Cc1cc(C)nc(Nc2nc(-c3ccccc3)c3ccccc3n2)n1,2%
CCCc1cc(=O)oc2cc(C)cc(OCC(=O)N3C[C@H]4C[C@@H](C3)c3cccc(=O)n3C4)c12,30%
COc1ccc(C2=CC(=O)N(CCC(N)=O)C2)cc1,-1%

# Screens from PubChem BioAssay.
